# Source: PubChem BioAssay (National Center for Advancing Translational Sciences (NCATS))
# HEK293 tox: cytotoxicity in counter-screen for GLP-1R inverse agonists; HEK293 cAMP-luciferase reporter cells, luminescence, 24 h; Potency, µM (series often up to 38.3 µM), without a hit: top-dose activity change, negative = inhibition, most hits filed as inhibitors; actives 0.13% (n = 410,000); AID 624418;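 note: loss of luciferase light is scored as toxicity; % is set by controls: 0 for no effect and ±100 for the full control effect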
#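 Luminescence readout: signal drop marks cytotoxicity. Plated cells grew 12 h at 37 °C, 5% CO2, received 23 nL compound for 24 h, then got luciferase reagent, read after 12 min at RT.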
# HT1080NT lethal: kills 2HG-producing HT-1080-NT fibrosarcoma cells | HT-1080-NT fibrosarcoma viability, CellTiter-Glo ATP luminescence, 48 h | Potency, µM (series often up to 46.1 µM), for inactives: at the highest dose activity, negative = less viability, usual class: cytotoxic | actives 1.6% (n = 360,000) | AID 686970;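 note: NT is the 2HG producing partner of a matched IDH1 knockdown line; 0% = DMSO-treated cells and -100% = media-only wells without cells; nearly all actives have a fitted effect of over 55% in size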
#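 Compounds were tested in concentration-response format on HT-1080-NT cells for 48 hours at 37 degrees C. Cell viability came from CellTiter-Glo luminescence; curves were classified by r2, response magnitude and activity.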
# GLP1R inv ag: inverse agonists of human GLP-1 receptor. P43220. Potency, µM (doses to about 38.3 µM), inactives show at the top dose activity change, negative = inhibition, most hits filed as inhibitors. actives 1.6% (n = 410,000). HEK293 GLP-1R CRE-luciferase, luminescence, 24 h; GLP-1R form is constitutively active; note: % is set by controls: 0 for no effect and ±100 for the full control effect; nearly all actives have a fitted effect of over 55% in size
# Target sequence (P43220 whole entry, looked up): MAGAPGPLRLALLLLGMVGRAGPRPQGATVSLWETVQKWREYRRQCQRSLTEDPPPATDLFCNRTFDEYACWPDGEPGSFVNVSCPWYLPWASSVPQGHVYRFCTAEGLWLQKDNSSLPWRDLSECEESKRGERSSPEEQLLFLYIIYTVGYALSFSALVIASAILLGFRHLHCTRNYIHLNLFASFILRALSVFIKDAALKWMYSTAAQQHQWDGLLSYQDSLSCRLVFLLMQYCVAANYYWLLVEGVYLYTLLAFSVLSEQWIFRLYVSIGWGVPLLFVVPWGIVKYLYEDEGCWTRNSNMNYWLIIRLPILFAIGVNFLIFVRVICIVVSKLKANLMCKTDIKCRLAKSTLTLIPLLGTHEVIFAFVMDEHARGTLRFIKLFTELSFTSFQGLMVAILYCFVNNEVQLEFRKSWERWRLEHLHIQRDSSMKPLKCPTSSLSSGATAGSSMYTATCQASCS
#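 Cells are plated, allowed 12 hours at 37 deg C, then treated with compounds for 24 hr before luciferase detection reagent is added and luminescence is read after 12 min at room temperature. The HEK293 line carries constitutively active GLP-1R with a cAMP-responsive reporter.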
# TDP43 rescue: TDP-43 toxicity inhibition in yeast; TDP-43 expressing yeast growth rescue, BacTiter-Glo, 24 h; Potency, µM (highest dose often 46.1 µM), inactives show at the highest dose growth rescue (activation), usual class: activators; actives 1.8% (n = 410,000); AID 652104; note: % of control where 0% means no effect; nearly all actives have a fitted effect of over 50% in size
#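 Cell-based yeast growth screen: TDP-43 expression induced in galactose, inoculum OD600=0.02 after raffinose pregrowth to mid-log. Read-out BacTiter-Glo luminescence at 24 hr, 30 deg C; inhibition of toxicity seen as signal increase.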
# HT1080 IDH1KD tx: kills HT-1080 cells with IDH1 knockdown; HT-1080 IDH1 knockdown viability, ATP luminescence, 48 h; Potency, µM (titrated, usually from 46.1 µM), for the others: top-dose activity, negative = toxicity, most hits filed as cytotoxic; actives 2% (n = 360,000); AID 686971;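 note: 0% = DMSO wells and -100% = cell-free medium wells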
#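 IDH1KD HT-1080 cells, 750/well, RPMI + 5% FBS; compound pinned after 2 h settling; 48 h, 37 °C; CellTiter-Glo luminescence; % activity normalised to DMSO and no-cell wells; curves fitted, classed by r2 and efficacy.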
# GLP-1R agonist: agonists of human GLP-1 receptor. actives 0.007% (n = 380,000). P43220. Potency, µM (highest dose often 45.6 µM), inactives show top-dose activation, usual class: activators. AID 624172. HEK293 GLP-1R CRE-luciferase, luminescence, 4-6 h; cells express a hypersensitive GLP-1R form; note: % of control where 0% means no effect
# SW480 rerep: induces DNA re-replication in SW480 colon adenocarcinoma cells; SW480 DNA re-replication, Hoechst DNA content imaging, 48 h; AID 624297; Potency, µM (highest dose often 46.1 µM), inactives show top-dose re-replication activation, most hits filed as activators; actives 1.8% (n = 340,000); note: % of control where 0% means no effect; nearly all actives have a fitted effect of over 55% in size
#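 First, 250 cells per well were seeded. Next, compound or vehicle (23 nL) was pinned in, plates sat 48 hr at 37 C. Finally Hoechst was added for 40 min before fluorescence scanning.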
# KB-3-1 cytotox: kills parental KB-3-1 adenocarcinoma cells; KB-3-1 viability, CellTiter-Glo ATP luminescence, 72 h; Potency, µM (series often up to 46.1 µM), for the others: at the highest dose activity change, negative = cytotoxic, hits mostly cytotoxic; actives 1.4% (n = 400,000); AID 1347075; note: % is set by controls: 0 for no effect and ±100 for the full control effect; nearly all actives have a fitted effect of over 60% in size
#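 Cytotoxicity measured as CellTiter-Glo luminescence after 72 h at 37 C. Compound titrations were pinned onto drug-naive KB-3-1 parental adenocarcinoma cells grown in DMEM with 10% FBS, and normalized data fitted to concentration-response curves.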
# KB-V1 MDR tox: KB-V1 MDR subline cytotoxicity | KB-V1 MDR cells viability, CellTiter-Glo, 72 h | Potency, µM (titrated, usually from 46.1 µM), for inactives: at the top dose activity change, negative = cytotoxicity, usual class: cytotoxic | actives 3.4% (n = 400,000) | AID 1347076; note: % is set by controls: 0 for no effect and ±100 for the full control effect; nearly all actives have a fitted effect of over 60% in size
#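 Readout: CellTiter-Glo luminescence, 10 min after addition. Cells: KB-V1 MDR subline, 72 h at 37 degrees C with compound. Analysis: corrected, normalized data fitted to concentration-effect curves.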
# * hit, by the source's call; u = inconclusive; x = no result given; [ ] = remark or other dose. Calls come from the whole dose curve; as a rule, active = well fitted curve in the direction sought with a large enough effect; inconclusive = small, poorly fitted or top-dose-only effect, or another doubt; inactive = no such curve, though single readings can be large; an effect the other way counts as inactive or inconclusive. Potency is the fitted concentration of half-maximal effect.
1. Cc1n[nH]c(C)c1CNCc1c(C(=O)N2CCCCCCC2)nc2ccc(Cl)cn12
2. CCn1nc(NS(=O)(=O)c2ccccc2)c2cc3ccc(C)cc3nc21
3. CCOC(=O)c1c(/N=C/C2=C(O)CC(C)(C)CC2=O)sc(C(C)=O)c1C
4. COc1ccc(C(=O)Nc2cc(C)c(NC(=O)c3ccccc3OC)cn2)cc1
5. O=c1[nH]c(=S)[nH]c2c1CN(Cc1ccc(F)cc1)CC2
6. COc1cnc(-c2ccccc2)nc1Sc1ccccc1
7. Oc1oc(-c2ccccc2Br)nc1C=Nc1ccc(Br)cn1
8. CC(CC(=O)NCc1ccco1)S(=O)(=O)c1ccc2c(c1)CCN2C(=O)C1CC1 (stereo not given)
Compound,1,2,3,4,5,6,7,8
HEK293 tox,1%,3%,-14%,-14%,-3%,9%,-6%,-13%
HT1080NT lethal,-2%,-3%,0%,-27%,1%,-2%,-1%,-26%
GLP1R inv ag,9%,5%,95%[activator],-27%,7%,-24%,11%,-2%
TDP43 rescue,-2%,-6%,18%,2%,-2%,9%,2%[0.397 µM],4%
HT1080 IDH1KD tx,-6%,18%,-2%,-24%,0%,-9%,4%,u
GLP-1R agonist,3%,-6%,14%,13%,0%,13%,3%,12%
SW480 rerep,2%,-12%,u,9%,-10%,19%,18%,u
KB-3-1 cytotox,22%,7%,3%,2%,-3%,1%,4%,u
KB-V1 MDR tox,23%,0%,-1%,-13%,16%,-16%,7%,3%

9. CC[C@@H]1C(c2ccccc2)=NN(c2ccc(Br)cc2)[C@H]1C(=O)N1CCOC1=O
10. COc1cc(C(CC(=O)NCc2ccccc2)N2Cc3ccccc3C2=O)cc(OC)c1OC (stereo not given)
11. Oc1cccc2oc(=S)[nH]c12
12. C#CC(C)(C)NC(=O)c1cnc(-c2ccccc2)nc1-c1ccccc1
13. C=CCN(c1ccc(C(=O)NCCN2CCOCC2)cc1)S(C)(=O)=O
14. COc1ccccc1-c1nc2cc(Cl)ccc2c(=O)n1O
15. O=C(CCCN1C(=O)c2ccccc2C1=O)N1CCc2ccccc2C1
16. COC(=O)c1ccc(-n2nnnc2SCC(=O)NCc2cccc(C(=O)O)c2)cc1
Compound,9,10,11,12,13,14,15,16
HEK293 tox,50%[activator],3%,1%,-6%,-12%,0%,-17%,3%
HT1080NT lethal,-13%,x,0%,4%,12%,-15%,3%,0%
GLP1R inv ag,u,42%[activator],1%,u,17%,-2%,-3%,-5%
TDP43 rescue,u,2%,-12%,23%,3%,-36%[inhibitor],u,17%
HT1080 IDH1KD tx,-18%,x,-12%,9%,15%,2%,-2%,0%
GLP-1R agonist,1%,-10%,1%,3%,-2%,-1%,10%,-8%
SW480 rerep,12%,x,-12%,13%,-7%,-6%,-15%,4%
KB-3-1 cytotox,0%,0%,7%,-1%,-6%,-8%,12%,-2%
KB-V1 MDR tox,-1%,0%,1%,-5%,0%,0%,-1%,u

# Down the list, as entered above:
# Entries 6 to 9 in GLP1R inv ag, in turn: -24%, 11%, -2%, u
# Entries 6 to 9 in HT1080NT lethal, in turn: -2%, -1%, -26%, -13%
# Entries 6 to 9 in SW480 rerep, in turn: 19%, 18%, u, 12%

# Next section.
17. c1coc(-c2nc3nc4ccccc4nc3n2CC2CCCO2)c1 (stereo not given)
18. CC1(C)COC(=S)N1CCC#N
19. Cc1ccc(C(=O)CSc2ccccc2C(=O)O)cc1
20. Cn1c(=O)cc(N2CCc3ccccc32)[nH]c1=O
21. CCC(C)(C)NC(=O)Cc1ccc(F)cc1
22. COc1ccc(-c2nn(-c3ccccc3)cc2CNC[C@H]2O[C@@H](n3cnc4c(=O)[nH]c(N)nc43)[C@H](O)[C@@H]2O)cc1
23. COc1cccc(C(=O)C(=O)c2cccc(OC)c2OC)c1OC
24. COc1ccc(CCNC(=O)CSc2nc3ccccc3nc2Cc2ccc(Cl)cc2)cc1OC
Compound,17,18,19,20,21,22,23,24
HEK293 tox,144%[activator],2%,-12%,4%,1%,2%,-3%,9%
HT1080NT lethal,-1%,10%,9%,-6%,16%,13%,1%,x
GLP1R inv ag,0%,10%,u,8%,u,6%,u,1%
TDP43 rescue,1%,-17%,4%,-2%,-4%,16%,6%,-7%
HT1080 IDH1KD tx,-4%,4%,6%,1%,10%,17%,3%,x
GLP-1R agonist,27%,5%,-5%,-6%,15%,-1%,7%,x
SW480 rerep,9%,-3%,1%,-8%,0%,x,-7%,x
KB-3-1 cytotox,4%,4%,3%,-17%,5%,0%,2%,2%
KB-V1 MDR tox,-4%,-6%,u,-3%,17%,14%,-7%,-24%

25. Cc1ccc(SCC2(O)CCN(C(=O)c3ccc(Cl)cc3)CC2)cc1
26. CCOc1ccc(-c2c(C)nn3c(C)c(C(=O)NCCc4ccccc4)cnc23)cc1OCC
27. CC1(C)Cc2ccccc2-c2nnc(-c3cccc(O)c3)n21
28. COc1ccccc1CCNS(=O)(=O)c1ccc(C(=O)O)n1C
29. CN1OC(Cn2cc(C#N)c(=O)n(C)c2=O)CC1c1ccccc1 (stereo not given)
30. CN(C)S(=O)(=O)c1cccc(NC(=O)Cc2ccc(Cl)cc2)c1
31. O=S(=O)(NCc1ccccn1)c1ccccc1
32. O=C(NCc1ccc(Cl)cc1)NCc1ccc(Cl)cc1
Compound,25,26,27,28,29,30,31,32
HEK293 tox,-14%,-1%,3%,5%,-1%,0%,-4%,1%[7.66 µM]
HT1080NT lethal,0%,x,14%,6%,0%,3%,6%,-2%
GLP1R inv ag,u,11%,0%,13%,-14%,-19%,11%,-1%[7.66 µM]
TDP43 rescue,u,17%,8%,-25%,-12%,14%,1%,-9%[9.22 µM]
HT1080 IDH1KD tx,-16%,x,17%,1%,13%,2%,3%,-2%
GLP-1R agonist,-4%,x,-1%,-1%,-3%,0%,5%,-1%
SW480 rerep,5%,x,-8%,-5%,u,-160%[inhibitor],-10%,-1%
KB-3-1 cytotox,4%,19%,0%,20%,18%,2%,1%,-2%
KB-V1 MDR tox,-8%,-15%,-5%,16%,-4%,21µM*,-13%,9%

33. CC1(C(=O)NS(=O)(=O)c2cccs2)CCN1C(=O)C1CCCCC1 (stereo not given)
34. Cc1ccc(S(=O)(=O)N2CCN(S(=O)(=O)c3ccc(C)cc3)C2c2ccccc2)cc1
35. O=c1oc2ccccc2nc1/C=C(O)/C=C\c1ccccc1
36. COc1ccc(OC)c(/C=N/NC(=O)c2cc3c(OC)c(OC)ccc3[nH]2)c1
37. Nn1c(SCC(=O)Nc2ccccc2Oc2ccccc2)nnc1C1CC1
38. COc1ccc(Cl)cc1C(=O)N1CCN=C1SC
39. CCOC(=O)C1(Cc2cccc(OC)c2)CCN(Cc2cccc3c2OCO3)CC1
40. O=C(CSc1nnc(NC(=O)c2ccccc2[N+](=O)[O-])s1)NC1CCCC1
Compound,33,34,35,36,37,38,39,40
HEK293 tox,-4%,5%,1%,1%,-10%,1%,-3%,6%
HT1080NT lethal,8%,4%,0%,6%,-1%,4%,u,0%
GLP1R inv ag,-27%,-12%,-2%,17%,-12%,13%,10µM*,1%
TDP43 rescue,13%,-1%,-17%,10%,23%,10%,3%,-18%
HT1080 IDH1KD tx,24%,0%,13%,2%,1%,7%,u,24%
GLP-1R agonist,-7%,-16%,-3%,7%,-5%,-6%,4%,-6%
SW480 rerep,x,9%,3%,-2%,0%,0%,-7%,2%
KB-3-1 cytotox,0%,-19%,-13%,2%,6%,26%,-8%,5%
KB-V1 MDR tox,13%,-8%,4%,16%,8%,u,u,1%

41. CCCOc1ccc(C2C(=O)N(C3CCCCCC3)CC(=O)N2Cc2ccco2)cc1OC (stereo not given)
42. CN(C)S(=O)(=O)c1cccc(N=c2scc(-c3ccc4c(c3)NC(=O)CO4)n2CC2CCCO2)c1 (stereo not given)
43. COc1ccc(Nc2nc(NCC3CCCO3)nc(N)c2[N+](=O)[O-])cc1 (stereo not given)
44. CCc1cc(=O)oc2cc(C)cc(OCC(=O)NCCCn3ccnc3)c12
45. O=C(Cc1ccc(Cl)cc1)N1CCN(c2ccc(F)cc2)CC1
46. Cc1cc(C(=O)Nc2ccncc2)c(C)o1
47. COc1ccc(C(=O)NCCNC(=O)c2ccccn2)cc1
48. Cc1cc(NC(=O)CSc2nc(Cc3ccc(O)cc3)c(C)[nH]2)no1
Compound,41,42,43,44,45,46,47,48
HEK293 tox,-10%,-15%,-7%,0%,-3%,0%,-2%,-8%
HT1080NT lethal,-12%,u,3%,1%,2%,-1%,25%,-1%
GLP1R inv ag,-30%,u,18%,u,u,16%,13%,0%
TDP43 rescue,14%,-3%,11%,-13%,26%,u,-25%,6%
HT1080 IDH1KD tx,-7%,u,-14%,-20%,-8%,-6%,-2%,-2%
GLP-1R agonist,6%,-3%,9%,1%,12%,7%,0%,4%
SW480 rerep,8%,2%,1%,-2%,23%,-13%,-10%,-1%
KB-3-1 cytotox,-19%,u,-32%,-1%,-16%,0%,-13%,9%
KB-V1 MDR tox,1.3µM*,16µM*,-16%,4%,u,u,3%,21%

# One compound at a time, from the list above:
# Profile of CC1(C)Cc2ccccc2-c2nnc(-c3cccc(O)c3)n21 : HEK293 tox = 3%; HT1080NT lethal = 14%; GLP1R inv ag = 0%; TDP43 rescue = 8%; HT1080 IDH1KD tx = 17%; GLP-1R agonist = -1%; SW480 rerep = -8%; KB-3-1 cytotox = 0%; KB-V1 MDR tox = -5%
# Profile of COc1ccc(Nc2nc(NCC3CCCO3)nc(N)c2[N+](=O)[O-])cc1 (stereo not given) : HEK293 tox = -7%; HT1080NT lethal = 3%; GLP1R inv ag = 18%; TDP43 rescue = 11%; HT1080 IDH1KD tx = -14%; GLP-1R agonist = 9%; SW480 rerep = 1%; KB-3-1 cytotox = -32%; KB-V1 MDR tox = -16%
